Screening results deposited in PubChem by several laboratories.
Dynein cargo inh = blocks dynein driven cargo transport along microtubules; 3617.4 mouse cells, GR-EGFP nuclear translocation imaging; test concentration mostly 20 µM; stimulated with dexamethasone, 1 µM; stronger effect = lower value; z-score, hits read low; actives 0.47% (n = 220,000); AID 1381;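 active = plate z-score of nuclear minus cytoplasmic receptor signal below a set negative limit, without overly bright fluorescence or cell loss, cut at about -3.5 in these data, passing the limit was not always enough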;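 note: z-score of nuclear minus cytoplasmic ring GR-EGFP intensity difference per well; some compounds called inactive have numbers as strong as hits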
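Buffer or medium: tet-free medium with charcoal-stripped serum / Also added: dexamethasone agonist, 1.0 µM final, for 30 min / Timing: induction 48 h, compound 1 h, agonist 30 min / Measured by: high-content fluorescence imaging after fixation / Read-out: nuclear-to-cytoplasmic GR-EGFP distribution per well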
NOD2 inhibition = NOD2 signaling inhibitors, cell-based, luminescence, uHTS, HEK293 (AID 1566); actives 0.63% (n = 290,000); inhibition, % at 4 µM, or EC50 in µM where a hit was titrated; HEK293 NOD2/NF-kB luciferase reporter, luminescence; higher % means a stronger effect; in the data active = inhibition above about 50%; note: many of its hits are not listed in these tables
MT stabilize HCS = stabilizes microtubules in HeLa cells; % tubulin-high responders, % at 10 µM; AID 2205; actives 0.83% (n = 200,000); HeLa tubulin immunostaining HCS, 24 h; share of cells brighter than vehicle mean+2SD;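 active = plate Z-score above 3 for both tubulin-high and condensed-nucleus cell shares, with cell loss under 80%, at 10 µM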;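 note: anti alpha tubulin signal scored within the nucleus-defined area of each cell; some results filed as inactive read as strong as hits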
WT yeast gro inh = growth inhibition of WT yeast, mitochondrial fusion screen; AID 1362; mitochondrial fusion phenotypic screen, WT strain; inhibition, % at 10 µM; actives 2.1% (n = 190,000); in the data active = inhibition above about 58%; tested in S. cerevisiae
Yfh1-off respiration = enhancers of respiration in Yfh1-depleted yeast, dose response, Friedreich's ataxia, plus single-dose screen (AID 1465). S. cerevisiae Yfh1-off respiration, WST-1 reduction, 72 h; higher fold induction means a stronger effect. fold induction at 50 µM; hits with a dose series show EC50 in µM. actives 0.074% (n = 220,000);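 active = fold induction of absorbance versus untreated yeast above a set limit, then at least 30% activation at any dose in follow-up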;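 note: activators that raise dye reduction in frataxin-depleted yeast; strong numbers were not always called active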
Lipid droplet = modulators of hepatic lipid droplet formation; AID 1656; AML12 mouse hepatocytes, oleate lipid droplets, BODIPY imaging; actives 0.4% (n = 240,000); inhibition, % at 6.5 µM;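 active = lipid droplet intensity inhibited by at least 50%, with more than 500 cells counted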
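Material: mouse AML12 hepatocyte cell line, fixed after treatment; Timing: compound with oleate, overnight; Technique: high-content imaging of BODIPY-stained droplets and DAPI nuclei; Probe or stimulus: oleate, 100 µM final; Dosing: compound at 6.5 µM only.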
b-catenin transl = alters nuclear translocation of beta-catenin in HeLa cells; immunofluorescence imaging; nuclear translocation activity, % at 5 µM; actives 0.3% (n = 190,000); AID 1665;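 active = nuclear translocation activity above 50% at 5 µM, with a well cell count of 50 or more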;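 note: per-cell ratio of nuclear to cytoplasmic median beta-catenin stain intensity; plate controls were DMSO negative control for no effect and GSK-3 inhibitor IX positive control for full effect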
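assay system = human HeLa cells, endogenous beta-catenin | times = compound treatment 24 h, 37°C, 5% CO2 | detection = Anti-beta-catenin immunofluorescence on PFA-fixed, Triton-permeabilized cells, DAPI nuclei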
Ins promoter up = MIN6 insulin promoter up-regulation. actives 0.3% (n = 190,000). z-score at 5 µM. MIN6 insulin promoter-GFP reporter, high-content imaging; stronger effect = higher value;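 active = z-score above 3 at 5 µM with at least 500 cells counted in the well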
Autophagy mod = modulators of autophagy. calls only at 10 µM (by protocol). MEF GFP-LC3 puncta imaging; test concentration mostly 10 µM. actives 0.98% (n = 190,000);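 active = percentage of spot-positive cells more than 3 SD above its plate mean, without a fluorescence outlier flag or 80% toxicity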;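 note: spot-positive cell cutoff set from DMSO-treated cells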
WT yeast gro inh mutant strain = second read-out of WT yeast gro inh, no call of its own (marks repeat the call); inhibition, %; mitochondrial fusion phenotypic screen, mutant strain inhibition
Dynein cargo inh cytoplasmic EGFP = also measured in Dynein cargo inh; calls as there; z-score; measured here: cytoplasmic GR-EGFP intensity; stronger effect = higher value
Dynein cargo inh nuclear GR-EGFP = recorded beside Dynein cargo inh, whose call it bears; z-score; measured here: nuclear GR-EGFP intensity;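 lower value marks the stronger effect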
Dynein cargo inh cell count = second read-out of Dynein cargo inh, no call of its own (marks repeat the call); z-score; measured here: cell count per field
Ins promoter up cell count = further read-out of Ins promoter up, marked with its call; cell count; measured here: cytotoxicity, nuclei count;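 total cells summed across four imaged fields per well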
Lipid droplet cells 6.5 µM = second read-out of Lipid droplet, no call of its own (marks repeat the call); cell count; measured here: cell count, cytotoxicity flag;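 cells counted across two imaged fields per well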
b-catenin transl cell count 5 µM = second read-out of b-catenin transl, no call of its own (marks repeat the call); cell count; measured here: cell count, cytotoxicity flag
MT stabilize HCS Hoechst-high % = recorded beside MT stabilize HCS, whose call it bears; % Hoechst-high responders; measured here: nuclear condensation Hoechst responders;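 share of cells brighter than vehicle mean plus two SD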
MT stabilize HCS cytotoxicity % = also measured in MT stabilize HCS; calls as there; toxicity, %; measured here: cytotoxicity by cell density;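 0% = mean cell density of plate MIN control wells and 100% = no cells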
Autophagy mod cell loss 18 h = second read-out of Autophagy mod, no call of its own (marks repeat the call); toxicity, %; measured here: cell loss, nuclei count;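 cell loss after 18 h compound exposure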
An asterisk follows results filed as active; i = inactive; . = no result given.

SMILES	Dynein cargo inh	Dynein cargo inh cytoplasmic EGFP	Dynein cargo inh nuclear GR-EGFP	Dynein cargo inh cell count	NOD2 inhibition	MT stabilize HCS	MT stabilize HCS Hoechst-high %	MT stabilize HCS cytotoxicity %	WT yeast gro inh	WT yeast gro inh mutant strain	Yfh1-off respiration	Lipid droplet	Lipid droplet cells 6.5 µM	b-catenin transl	b-catenin transl cell count 5 µM	Ins promoter up	Ins promoter up cell count	Autophagy mod	Autophagy mod cell loss 18 h
CCCCc1cc(=O)oc2cc(C)cc(OC(C)C(=O)O)c12 (stereo not drawn)	-0.26	-0.14	0.56	-0.054	-2%	2.6	2.0	14	9	9	i	4	718	0.9	1034	-0.34	1836	i	-6
Cc1cc(C(=O)OCC(=O)Nc2cc(S(=O)(=O)N(C)C)ccc2C)c(C)o1	1.7	-0.31	1	-0.92	20%	2.2	1.9	5.0	16	16	i	-24	693	-1.0	1070	0.25	1238	i	28
CCOc1ccc(S(=O)(=O)Oc2ccc3ccccc3c2)cc1	1.5	0.18	1	-0.82	-12%	17*	20*	34*	40	-4	i	8	573	1.2	1029	-0.2	1368	i	10
C(=N/Nc1nccs1)/c1cccnc1	-0.63	-0.28	-0.22	1.1	-13%	4.4	1.3	6.3	4	1	i	16	747	-0.3	1056	-0.64	1276	i	10
Cc1ccc(S(=O)(=O)N(CC(=O)NC2CCCC2)c2cccc(C)c2)cc1	-0.71	-0.26	-0.61	0.71	-14%	1.5	3.2	7.1	-1	7	i	-16	687	.	.	0.1	1204	i	-6
CCN(CC)CCN1C(=O)c2oc3ccccc3c(=O)c2C1c1ccc(F)cc1 (stereo not drawn)	0.38	-0.21	0.5	-0.55	-16%	4.6	2.0	5.5	-25	0	i	5	780	-1.1	1060	-0.01	817	i	10
CC12CN(C(=S)Nc3ccccc3)CC(C)(CN(C(=S)Nc3ccccc3)C1)C2=O	-0.095	-0.14	0.28	0.77	14%	.	.	.	-9	-1	i	-1	634	-0.1	1462	-0.09	1385	i	-15
COC(=O)Cn1c(=NC(=O)CN2C(=O)CCC2=O)sc2cc(S(N)(=O)=O)ccc21	-0.56	-0.33	-0.55	1	15%	2.2	3.4	9.7	-24	-7	i	-1	468	-1.2	991	0.21	1250	i	-6
Cc1ccc(CC2SC(=Nc3ccccc3)N(c3ccccc3)C2=O)cc1 (stereo not drawn)	-0.85	-0.28	-0.72	0.28	9%	1.9	1.6	0.3	61*	-7.4*	i	.	.	-1.2	549	0.13	1299	i	-9
CC(C)c1ccc(S(=O)(=O)c2nnn3c2nc(N2CCCCC2)c2ccccc23)cc1	0.3	-0.23	0.67	-0.01	-25%	3.3	3.8	8.7	-7	6	i	-22	659	1.3	1087	0.5	1378	i	-4
Nc1nc(-c2nonc2N)no1	0.22	-0.32	0.58	-0.039	20%	2.4	3.0	9.7	-20	7	i	1	675	-2.4	1061	0.19	1208	i	9
COCCCNC(=O)CCc1nc(-c2ccccc2Cl)no1	0.22	-0.12	0.63	0.97	6%	3.2	1.3	2.8	3	11	i	-9	751	-1.6	985	0.91	1795	i	1
Nc1nnc(SCC(=O)Nc2ccccc2N2CCOCC2)s1	0.95	-0.11	0.47	-0.4	6%	4.7	2.2	7.8	-14	-5	.	21	785	.	.	.	.	i	-9
Fc1ccc(CNc2nc(-c3ccccc3)nc3ccccc23)cc1	2.6	-0.021	1.9	-2.5	-5%	1.5	2.2	7.9	76	79	i	0	675	-2.3	1196	0.03	1410	i	22
CCCn1nc(NC(=O)CC(C)C)c2cc3ccccc3nc21	-1	0.013	-0.46	0.38	9%	2.1	2.6	12	12	3	i	.	.	1.9	1387	-0.04	1506	i	-7
Cc1ccc(C(C)C)c(OCc2ccc(C(=O)N/N=C/c3ccc(O)cc3O)cc2)c1	0.19	-0.21	-0.074	-0.25	39%	5.4	1.2	24	61*	0.5*	i	-31	450	22	684	-4.6	600	i	1
Cc1ccc(Oc2nnc(-c3ccccc3)cc2C#N)cc1	2.9	-0.18	1.2	-2.7	11%	4.3	1.9	4.2	-7	8	i	.	.	.	.	.	.	i	-25
CCOc1cc2c3c(c1)C(C)=CC(C)(C)N3C(=O)C2=O	-0.41	-0.26	-0.26	0.3	5%	1.7	1.5	7.3	-4	-5	i	3	630	-0.3	1552	0.48	1493	i	1
CC(C)C(NC(=O)OCc1ccccc1)C(=O)NCC(=O)OC(C)(C)C (stereo not drawn)	0.27	-0.22	-0.083	0.066	16%	1.6	1.1	7.6	14	3	i	.	.	3.9	655	-0.02	1027	i	0
Cc1ccc(C(=O)Cn2nnc3ccccc32)cc1	0.035	-0.15	0.013	-0.56	-80%	1.6	2.3	5.2	-3	-16	i	.	.	-0.2	1400	-0.11	1521	i	2
O=C(Nn1c(-c2ccc(Br)cc2)nc2ccccc2c1=O)c1ccc([N+](=O)[O-])cc1	-0.43	-0.23	-0.32	2.2	9%	2.1	1.7	1.1	28	0	i	-7	670	-1.1	1170	.	.	i	2
COc1ccc(CN2CCn3ncc(C(=O)Nc4ccc(Cl)cc4Cl)c3C2=O)cc1	0.75	0.01	0.35	-0.97	8%	1.8	2.2	4.3	1	3	i	.	.	-0.6	743	-1.3	1123	i	-1
O=C(c1cccnc1)N1N=C(c2cccs2)CC1c1ccc(F)cc1 (stereo not drawn)	0.85	-0.24	0.46	-0.17	5%	4.9	1.4	12	10	11	i	1	804	-1.1	1036	0.23	1145	i	-39
Cc1ccc(S(=O)(=O)NC(=O)N2CCCC(C)(C)C2)cc1	0.099	0.016	-0.11	0.066	10%	1.4	0.9	2.2	-6	-3	i	.	.	0.1	1146	1.5	1361	i	16
COc1ccc2nc(SCC(=O)Nc3c(C)cccc3C)[nH]c2c1	-0.73	-0.19	-0.14	0.47	5%	2.2	1.4	8.0	-7	4	i	.	.	-0.5	1394	3.3*	1419*	i	1
CCOc1ccccc1NC(=O)N1CCC(c2nc3ccccc3[nH]2)CC1	-0.26	-0.22	-0.25	0.51	7%	1.1	1.5	7.8	2	4	i	18	755	-4.8	1231	-1.5	1208	i	0
Cc1ccccc1CN(C)CC(=O)Nc1c(C)cccc1C(C)C	-0.78	-0.21	-0.27	-0.05	6%	3.8	1.6	8.0	8	3	i	-9	692	-1.2	1148	0.09	1245	i	-53
N#CCCn1nc(-c2ccccc2)cc1-n1c(C(F)(F)F)nc2ccccc21	1.6	-0.41	0.47	0.76	-3%	2.2	2.2	6.6	27	-1	.	.	.	-4.7	834	-0.15	1541	i	9
CC(C)CNC(=S)Nc1ccc(Oc2ccccc2)cc1	-1.6	0.58	-0.3	0.8	-28%	6.6	3.4	7.0	63*	47*	i	-10	718	4.8	988	-1.3	1467	i	-8
COc1cc2c(cc1OC)C(C1C(=O)CC(C)CC1=O)N(C(=O)CCl)CC2 (stereo not drawn)	-1.5	-0.35	-0.83	2.2	6%	4.8	2.3	4.6	11	2	i	-5	683	-0.3	1062	.	.	i	5
COc1ccccc1C(=O)NC(CCSC)C(=O)OC(C)C(N)=O (stereo not drawn)	0.093	-0.18	0.26	-0.39	7%	1.4	2.1	2.9	0	-23	i	3	710	0.2	1118	0.13	1260	i	14
S=C(Nc1ccccc1)Nc1cccc(Cl)c1Cl	0.92	-0.27	0.67	-0.42	5%	2.3	1.5	5.8	-7	-15	i	-10	655	-0.2	1460	0.86	1461	i	3
O=[N+]([O-])c1ccc(C2NS(=O)(=O)N=C3CCCCCN32)cc1 (stereo not drawn)	1.1	-0.16	0.77	-0.88	5%	.	.	.	.	.	i	-5	740	-1.4	1052	0.1	1413	.	.
O=C1C2C3C=CC(C3)C2C(=O)N1c1n[nH]c(CCc2ccccc2)n1 (stereo not drawn)	0.014	-0.26	0.17	-0.5	9%	4.5	1.6	4.0	1	6	i	-2	762	0.9	1033	1.1	1221	i	-2
COc1ccccc1CC(=O)Nc1ccccc1O	0.91	0.18	0.47	-0.98	-20%	2.6	1.8	6.4	-12	3	i	17	805	.	.	.	.	i	4
CN(CCC#N)C(=S)Nc1ccc(F)cc1	0.53	-0.24	0.17	0.11	-8%	.	.	.	.	.	i	1	743	1.7	902	0.44	1419	.	.
CCOC(=O)C(=O)Nc1cc(Cl)ccc1C	-0.55	-0.32	-0.41	0.63	18%	3.6	2.7	5.6	-22	-1	i	-1	670	-1.3	1023	0.22	1180	i	-14

For convenience, part of the list above:
SMILES	Dynein cargo inh	Dynein cargo inh cytoplasmic EGFP	Dynein cargo inh nuclear GR-EGFP	Dynein cargo inh cell count	NOD2 inhibition	MT stabilize HCS	MT stabilize HCS Hoechst-high %	MT stabilize HCS cytotoxicity %	WT yeast gro inh	WT yeast gro inh mutant strain	Yfh1-off respiration	Lipid droplet	Lipid droplet cells 6.5 µM	b-catenin transl	b-catenin transl cell count 5 µM	Ins promoter up	Ins promoter up cell count	Autophagy mod	Autophagy mod cell loss 18 h
COc1ccccc1C(=O)NC(CCSC)C(=O)OC(C)C(N)=O (stereo not drawn)	0.093	-0.18	0.26	-0.39	7%	1.4	2.1	2.9	0	-23	i	3	710	0.2	1118	0.13	1260	i	14
S=C(Nc1ccccc1)Nc1cccc(Cl)c1Cl	0.92	-0.27	0.67	-0.42	5%	2.3	1.5	5.8	-7	-15	i	-10	655	-0.2	1460	0.86	1461	i	3

This is a subset; rates above refer to the full screens.
